Bioassay records deposited in PubChem by several laboratories.
WT yeast gro inh: growth inhibition of WT yeast, mitochondrial fusion screen. mitochondrial fusion phenotypic screen, WT strain. inhibition, % at 10 µM. 190,000 compounds, 2.1% hits. AID 1362; in the data active = inhibition above about 58%; tested in S. cerevisiae
Rac1 GTP hydrolysis: MgcRacGAP GTPase-activating activity inhibitors, confirmation, biochemical, ADP Hunter fluorescence | 340,000 compounds, 0.6% hits | inhibition, % at 30 µM; hits with a dose series show IC50 in µM | MgcRacGAP-stimulated Rac1 GTP hydrolysis, ADP Hunter fluorescence; higher % means a stronger effect; GST-tagged Rac1 F28L mutant substrate;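 active = first-screen hits whose inhibition reached a set limit at any dose in the follow-up dose series; inconclusive = inhibition above the set first-screen limit but never retested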;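 also: fluorescence reports GDP produced by GAP-driven GTP hydrolysis; strong numbers were not always called active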
T cell modulator: modulates CD8 T cell binding to vesicles; 330,000 compounds, 0.068% hits; 2C CD8+ T cell-vesicle binding, flow cytometry; stronger effect = lower value; calls only at 7 µM; AID 2052;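 active = response, share of CD8 T cells binding vesicles, and their 90th percentile fluorescence all below set limits, cut at about 80% in these data, passing the limit was not always enough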
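Assay system: 2C TCR transgenic mouse naive CD8+ T cells, MACS-purified | Read-out: CD8+ gate FL2 mean fluorescence as % of same-row positive control | Signal: High-throughput flow cytometry with anti-B7-1 and anti-CD8 staining | Timing: Binding step 1.5 h, 37 °C, antibody labelling 20 min, ice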
West Nile antiviral: inhibition of WNV-induced cytopathic effect – cell-based, CPE readout (AID 1621) | West Nile virus-infected cells, CPE inhibition; higher % means a stronger effect | one-dose CPE inhibition, % at 10 µM; IC50 in µM for titrated hits | 290,000 compounds, 0.02% hits; in the data active = a potency from the dose series; inconclusive = CPE inhibition mostly from about 3.7% at the one dose, without a potency; inactive = the rest, 99 in 100 with CPE inhibition below about 2.2%; also: strong numbers were not always called active
Salmonella PhoP GFP: inhibitors of PhoP regulon expression, primary screen, Salmonella Typhimurium, GFP reporter (AID 1863); S. Typhimurium PhoP-regulated promoter GFP reporter, 4 h; higher % means a stronger effect; inhibition, % at 50 µM; hits with a dose series show IC50 in µM; 300,000 compounds, 0.16% hits;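 active = inhibition over 29.93%, a cutoff 3 SD above the screen mean, later confirmed by dose response; inconclusive = inhibition over 29.93% but no dose response follow-up; inactive = inhibition at most 29.93% or unconfirmed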;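 also: 0% = low Mg2+ inducing control and 100% = high Mg2+ repressing control; strong numbers were not always called active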
b-catenin transl: modulators of beta-catenin nuclear translocation. HeLa beta-catenin nuclear translocation, immunofluorescence imaging. nuclear translocation activity, % at 5 µM. 190,000 compounds, 0.3% hits;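 active = nuclear translocation activity above 50% at 5 µM, with a well cell count of 50 or more; inconclusive = wells under 50 cells across six images, flagged as toxic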;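 also: per-cell ratio of nuclear to cytoplasmic median beta-catenin stain intensity; plate controls were DMSO negative control for no effect and GSK-3 inhibitor IX positive control for full effect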
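test system = HeLa cells, endogenous beta-catenin | dosing = single 5 µM dose plus 0.02–20 µM confirmation series | times = compound treatment 24 h, 37°C, 5% CO2 | technique = beta-catenin immunofluorescence imaging with DAPI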
SV40 large T antigen: TAg ATPase/helicase activity blockers – biochemical (AID 1903). 310,000 compounds, 0.39% hits. one-dose inhibition, % at 20 µM; IC50 in µM for titrated hits. SV40 large T antigen ATPase/helicase inhibition assay; higher % means a stronger effect; in the data active = a potency from the dose series; inconclusive = inhibition mostly from about 32% at the one dose, without a potency; inactive = the rest, 99 in 100 with inhibition below about 32%; also: strong numbers were not always called active
Myeloid diff MLP: myeloid differentiation induction; 360,000 compounds, 1% hits; ER-HoxA9 myeloid progenitors, lysozyme-GFP differentiation, flow cytometry; calls only at 10 µM;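 active = normalized GFP-positive differentiation at or above the plate's own cutoff, the solvent-only control mean plus 3 SD; inconclusive = no clear call, values can overlap the other calls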;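 also: cells exposed to compound for four days before flow analysis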
RSV antiviral HEp-2: inhibition of RSV-induced cytopathic effect – HEp-2 cells, primary 10 µM value included (AID 2391). 310,000 compounds, 0.13% hits. HEp-2 cells, RSV-induced CPE inhibition; higher % means a stronger effect. one-dose CPE inhibition, % at 10 µM; IC50 in µM for titrated hits; in the data active = a potency from the dose series; inconclusive = CPE inhibition mostly from about 23% at the one dose, without a potency; inactive = the rest, 99 in 100 with CPE inhibition below about 21%; also: strong numbers were not always called active
WT yeast gro inh mutant strain: second read-out of WT yeast gro inh, no call of its own (marks repeat the call); inhibition, %; mitochondrial fusion phenotypic screen, mutant strain inhibition
b-catenin transl cell count 5 µM: second read-out of b-catenin transl, no call of its own (marks repeat the call); cell count; measured here: cell count, cytotoxicity flag
T cell modulator vesicle-bound %: second read-out of T cell modulator, no call of its own (marks repeat the call); double positive events, %; measured here: CD8+ vesicle-bound cell fraction;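 binding gate set so that unloaded-vesicle control wells show 10% double positive cells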
Myeloid diff MLP GFP+ MAC1+ %: recorded beside Myeloid diff MLP, whose call it bears; GFP+ MAC1+ double positive, %; measured here: differentiation confirmed by MAC1 staining
The depositor's hits bear a star; i = inactive; ? = inconclusive; nt = not tested or not shown. This is a random part of the collection; about 3.6% have a hit in one of these screens.

SMILES | WT yeast gro inh | WT yeast gro inh mutant strain | Rac1 GTP hydrolysis | T cell modulator | T cell modulator vesicle-bound % | West Nile antiviral | Salmonella PhoP GFP | b-catenin transl | b-catenin transl cell count 5 µM | SV40 large T antigen | Myeloid diff MLP | Myeloid diff MLP GFP+ MAC1+ % | RSV antiviral HEp-2
CCCCn1cnc2c1c(=O)n(CC(=O)c1cc(C)n(C)c1C)c(=O)n2CC(C)C | -5 | -18 | 6% | i | 35 | -0.3% | 2% | -1.6 | 1139 | 12% | i | 0.7 | 2.3%
CCCCNC(=S)N(C)/N=C/c1c(C)[nH]c2ccccc12 | -2 | 11 | 11% | i | 42 | -1.8% | 4% | nt | nt | -2% | i | 0.5 | 7.6%
CCc1nnc2cccc(Cl)n12 | -7 | -4 | 5% | i | 49 | 0.6% | -5% | -3.8 | 1035 | 7% | i | 0.1 | 0.1%
Cc1cc(NC(=O)CCN2CCCCC2)ccc1Br | nt | nt | 8% | i | 51 | -0.9% | 1% | nt | nt | 12% | i | 0.2 | -1.4%
O=C(CSc1nnc2ccc(-c3ccccn3)nn12)NCCc1ccccc1 | nt | nt | -2% | i | 14 | nt | 8% | nt | nt | 24% | i | 0.4 | -0.5%
O=C1c2ccccc2C(=O)N1CCSc1nnc(-c2ccco2)n1Cc1ccccc1 | -2 | 0 | 12% | i | 37 | -0.5% | 10% | -0.1 | 1135 | 8% | i | 2.5 | 2.0%
COC(=O)c1ccc(S(=O)(=O)c2ccc(C(=O)OC)s2)s1 | 9 | 6 | nt | i | 44 | 0.3% | -2% | -7.8 | 1023 | 1% | nt | nt | 1.2%
COc1ccc(CC(=O)Nc2c3c(nn2C(C)(C)C)CS(=O)(=O)C3)cc1 | nt | nt | 6% | i | 10 | 0.0% | 0% | nt | nt | 16% | i | 0.9 | 0.9%
CCc1nc(N)c(C#N)c(-c2ccc(OC)c(OC)c2)c1C | 17 | -13 | 5% | i | 36 | -0.3% | 4% | -1.3 | 1051 | 6% | i | 0.7 | 1.0%
Fc1cnc(N2CCOCC2)nc1N1CCc2ccccc21 | 50 | 4 | 6% | i | 25 | -0.2% | -10% | -3.5 | 554 | 3% | i | 1.0 | 11%
O=C1CC(C(=O)Nc2ccc(C(=O)N3CCOCC3)cc2)C2(CCCCC2)O1 (stereo unspecified) | -5 | -5 | 2% | i | 44 | 0.3% | -6% | 0.0 | 1105 | -1% | i | 0.6 | 0.9%
CC/C(O)=C1\C(=O)CCCC1=NCCc1nc2ccccc2[nH]1 | 10 | -9 | -49% | i | 39 | nt | 0% | -0.9 | 1012 | -9% | i | 0.4 | 4.1%
C=CCN(CC=C)CCOc1ccccc1 | -13 | 8 | 14% | i | 8 | 2.4% | -10% | -1.1 | 545 | 3% | i | 1.1 | 0.4%
C=CCNC(=S)NNC(=O)c1cccc(Br)c1 | -1 | -8 | 5% | i | 46 | 0.0% | -16% | 2.5 | 911 | 10% | i | 0.6 | 4.1%
O=C(Nc1ccc(Cl)cc1)c1cc2nc(C3CC3)cc(C(F)(F)F)n2n1 | 5 | -1 | -4% | i | 19 | 0.2% | -5% | -5.6 | 1185 | -3% | i | 6.8 | 0.1%
COc1cccc(C(=O)/C=C2\NCCc3cc(OC)c(OC)cc32)c1 | nt | nt | 1% | i | 24 | -0.2% | 1% | nt | nt | 20% | i | 0.7 | 1.7%
COc1ccccc1/C=C\C=N\NC(=O)c1ccco1 | -13 | -13 | 4% | i | 56 | 0.2% | -10% | -1.3 | 1118 | 9% | i | 0.4 | 6.6%
Cc1nc2ccccc2n1/N=C/c1cccnc1 | -42 | -57 | 1% | i | 40 | 2.0% | -11% | nt | nt | 7% | i | 0.4 | 4.0%
CCCCCCC(=O)NN1CCN(C)CC1 | 5 | 7 | -2% | i | 38 | 0.2% | -5% | -2.6 | 1174 | 10% | i | 0.7 | 0.5%
O=C(NCCc1ccc(Cl)cc1)c1ccc(CS(=O)Cc2ccc(Cl)cc2)o1 (stereo unspecified) | nt | nt | -8% | i | 12 | 0.4% | 2% | nt | nt | 6% | i | 2.4 | 20%
COc1cc(CN2CC(C)OC(C)C2)cc(OC)c1 (stereo unspecified) | nt | nt | 15% | i | 33 | -0.6% | nt | nt | nt | nt | i | 0.6 | 1.7%
NC(=O)COC(=O)/C=C/c1ccccc1[N+](=O)[O-] | -8 | 13 | -5% | i | 48 | -0.2% | -4% | 0.8 | 1071 | 4% | nt | nt | 2.6%
C/C(=C\C(=S)Nc1ccccc1)Nc1cccc2ccccc12 | 48 | 14 | 23% | i | 36 | -1.4% | 13% | 1.2 | 919 | 27% | i | 1.3 | 1.0%
Cc1ccccc1OCC(=O)Nc1ccc2oc(=O)ccc2c1 | -2 | -3 | 10% | i | 62 | -0.4% | -5% | -2.4 | 1049 | 24% | i | 0.1 | 2.4%
COc1ccc(NC(=O)Cn2nnc(C(N)=O)c2N)c(OC)c1 | 2 | -1 | 4% | i | 19 | -0.2% | -9% | nt | nt | 2% | i | 0.4 | -0.3%
O=C(NCC(F)(F)F)Nc1cccnc1 | 11 | 13 | 10% | i | 41 | 0.2% | 14% | -1.5 | 1118 | -6% | i | 0.6 | 2.4%
CN1N=C(C(=O)NC2CCCc3c2cnn3-c2ccc(F)cc2F)CCC1=O (stereo unspecified) | nt | nt | 5% | i | 6 | -1.6% | 5% | nt | nt | 11% | i | 1.3 | 5.8%
CCC(C)NC(=O)C1CCC(CNS(=O)(=O)c2ccc3c(c2)CC(C)N3C(C)=O)CC1 (stereo unspecified) | nt | nt | 15% | i | 39 | 1.6% | -7% | nt | nt | 13% | i | 1.3 | 2.5%
COCCCn1c(SCc2cccc(C(F)(F)F)c2)nc2cc(OC)c(OC)cc2c1=N | 21 | -9 | 2% | i | 45 | 1.0% | 4% | nt | nt | 19% | i | 2.2 | 3.5%
C=CCN(C(=O)CNS(=O)(=O)c1ccccc1)C(C(=O)NCCOC)c1ccncc1 (stereo unspecified) | -13 | -48 | 0% | i | 40 | -0.8% | -9% | -1.3 | 1135 | 4% | ? | nt | 0.9%
COC(=O)c1cc(OC)c(OC)cc1NC(=O)CSc1ccccc1 | -7 | 1 | 3% | i | 28 | -0.4% | 4% | -1.6 | 1417 | 2% | i | 0.4 | 2.8%
Cc1ccc(CSCc2ccc(C(=O)NCC3CCCO3)o2)cc1 (stereo unspecified) | 1 | 5 | 10% | i | 31 | -0.9% | -1% | -1.4 | 1147 | 18% | i | 0.1 | 2.5%
O=C(N/N=C/c1ccc2c(c1)OCO2)c1cccc(NC(=O)c2ccccc2Cl)c1 | nt | nt | 6% | i | 8 | -0.1% | -2% | nt | nt | 6% | i | 0.1 | 0.5%
O=C(NC1CCCCCC1)c1ccc(CS(=O)Cc2cccc(Cl)c2)o1 (stereo unspecified) | nt | nt | 8% | i | 18 | -0.4% | -8% | nt | nt | 16% | i | 1.3 | 6.5%
CN(C)/C=N/c1cc(=O)[nH]c(=O)n1Cc1ccccc1 | -13 | -19 | 7% | nt | nt | 0.3% | -3% | nt | nt | 3% | i | 1.4 | 0.3%
Cc1cc(C)c2nncn2n1 | nt | nt | 6% | i | 49 | 0.5% | -6% | -0.7 | 1292 | 12% | i | 0.8 | -0.7%
Cc1cc(N(C)C)c(C#N)c(NCc2ccccc2)n1 | 23 | 12 | 8% | i | 54 | 0.3% | 10% | -4.3 | 910 | 4% | i | 0.7 | 0.5%
CC(C)CC(=O)Nc1nnc(CCc2ccccc2)s1 | nt | nt | 0% | i | 57 | -1.1% | -5% | nt | nt | 10% | i | 1.2 | 0.8%
O=C(CNc1ccccc1)c1ccc([N+](=O)[O-])cc1 | -9 | -16 | 9% | i | 16 | -0.5% | 24% | 0.9 | 1087 | 28% | i | 0.3 | 3.3%
CSc1nnc(NC(=O)c2nc(S(=O)(=O)Cc3cccc(C)c3)ncc2Cl)s1 | nt | nt | 13% | i | 9 | 0.8% | -24% | nt | nt | 15% | ? | nt | -2.3%
Clc1ccccc1CNCc1ccncc1 | -8 | 2 | -5% | i | 36 | -0.2% | 8% | 0.3 | 1070 | -3% | i | 0.4 | -0.4%
COC(=O)[C@H]1C[C@@H]1[C@H](N)c1ccccc1 | nt | nt | 5% | i | 31 | 0.1% | -1% | nt | nt | 5% | i | 1.4 | 3.6%
Nc1nc2n(n1)C(=O)CC(c1ccccc1[N+](=O)[O-])N2 (stereo unspecified) | 5 | -5 | 4% | i | 49 | 0.8% | 4% | -1.3 | 1146 | 8% | i | 0.3 | 1.0%
O=C1CCC(=O)N1CN(C(=O)c1ccco1)c1ccc(Cl)c(Cl)c1 | -6 | 2 | 6% | i | 55 | 0.3% | -1% | -4.8 | 1322 | 8% | i | 1.3 | 1.2%
Cc1cc(SCC(N)=O)nc(SCC(=O)c2ccccc2)n1 | -1 | 1 | 1% | i | 6 | 0.3% | 33% | -0.8 | 1127 | 10% | i | 0.6 | -0.4%
